Apaf-1 inh – human Apaf-1 inhibition; O14727; reconstituted apoptosome caspase-3 activity, DEVD-Rh110 fluorescence; inhibition, % at 20 µM; actives 0.71% (n = 330,000); active = inhibition of at least 40% at 20 µM;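 note: plate controls were DMSO wells for no effect and DEVD-CHO caspase inhibitor wells for full effect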
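Assay system – apoptosome proteins · Medium – Hepes buffer, pH 7.5 · Also added – cytochrome c with DEVD-Rh110 · Timing – 30 min compound preincubation, 50 min activation, room temperature · Detection – Rh110 fluorescence, excitation 480 nm, emission 540 nm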
SENP1 inh – inhibitors of human SENP1 SUMO protease catalytic domain | inhibition, % at 10 µM | actives 0.21% (n = 360,000) | recombinant SENP1 catalytic domain, CyPet-SUMO1-YPet FRET cleavage;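 active = inhibition at least 30% at 10 µM, raw YFP signal under a set limit, fluorescence ratio 0.5 to 1.5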;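 note: 0% = enzyme with DMSO and 100% = no enzyme wells; some results filed as inactive read as strong as hits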
Target sequence (Q9P0U3 419-644 limits assumed): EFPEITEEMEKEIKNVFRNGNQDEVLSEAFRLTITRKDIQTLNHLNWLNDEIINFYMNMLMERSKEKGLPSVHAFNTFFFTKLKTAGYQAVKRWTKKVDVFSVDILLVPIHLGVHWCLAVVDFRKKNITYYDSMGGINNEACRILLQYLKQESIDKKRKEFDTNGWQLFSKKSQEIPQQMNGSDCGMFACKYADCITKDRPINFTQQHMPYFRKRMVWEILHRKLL
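Test system: recombinant human SENP1 catalytic domain, His6-tagged / Medium: pH 8 Tris buffer with EDTA, NaCl, BME, BSA, NP40, catalase / Also added: SUMO1 FRET substrate flanked by Cypet and Ypet, 25 nM / Times: 50 min reaction at room temperature / Signal: FRET, CFP and YFP emission / Control set: no-enzyme low control and enzyme-plus-DMSO high control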
SENP7 inh – SENP7 protease inhibition; Q9BQF6; recombinant SENP7, Z-RLRGG-aminoluciferin luminescence, 40 min; inhibition, % at 5 µM; actives 1.5% (n = 330,000); AID 434973;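 active = inhibition above about 50% at the single test dose, limit read from the data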;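 note: plate controls were DMSO with enzyme for no effect and no enzyme buffer wells for full effect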
Target sequence (Q9BQF6 706-1050 limits assumed): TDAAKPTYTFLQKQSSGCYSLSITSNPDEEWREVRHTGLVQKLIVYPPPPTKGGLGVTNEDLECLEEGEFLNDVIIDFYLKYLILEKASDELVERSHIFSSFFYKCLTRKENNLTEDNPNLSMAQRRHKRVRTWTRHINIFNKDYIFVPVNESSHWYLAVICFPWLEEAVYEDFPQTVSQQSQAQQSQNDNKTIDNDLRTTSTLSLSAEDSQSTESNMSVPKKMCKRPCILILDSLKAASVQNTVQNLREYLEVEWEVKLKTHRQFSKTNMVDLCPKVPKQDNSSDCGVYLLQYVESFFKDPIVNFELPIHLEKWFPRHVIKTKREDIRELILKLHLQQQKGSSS
APOBEC3G inh – blocks human APOBEC3G single-stranded DNA deamination; Q9HC16; recombinant A3G, ssDNA deamination FAM/TAMRA fluorescence; inhibition, % at 20 µM; actives 0.28% (n = 330,000); AID 493012;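 active = inhibition of at least 40% at 20 µM, with no more than 30% in the related APOBEC3A deaminase screen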;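 note: plate controls were DMSO wells with A3G for no effect and wells lacking A3G enzyme for full effect; some compounds called inactive have numbers as strong as hits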
SENP8 block-1 – SENP8 (human) protease inhibition; Q96LD8; recombinant SENP8, Nedd8 substrate fluorescence; inhibition, % at 20 µM; actives 0.64% (n = 360,000); AID 602440; in the data active = inhibition mostly above about 40%, no sharp cut-off; inactive = mostly below about 27%
UBC13 inh – inhibitors of human UBC13 polyubiquitin chain formation; actives 0.47% (n = 330,000); P61088; TR-FRET; inhibition, % at 20 µM; in the data active = inhibition above about 45%, passing the limit was not always enough
SENP8 block-2 – SENP8 protease inhibition | Q96LD8 | inhibition, % at 10 µM | actives 1.2% (n = 330,000) | purified SENP8, Z-RLRGG-aminoluciferin cleavage, luminescence | AID 2540; in the data active = inhibition above about 50%
SENP6 block – SENP6 protease inhibition; AID 2599; inhibition, % at 10 µM; actives 1.8% (n = 330,000); Q9GZR1; Recombinant SENP6 catalytic domain, aminoluciferin luminescence;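 active = inhibition above about 50% at the single tested dose, limit read from the data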;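 note: plate controls were DMSO wells with enzyme for no effect and DMSO wells lacking enzyme for full effect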
Target sequence (Q9GZR1 628-1112 limits assumed): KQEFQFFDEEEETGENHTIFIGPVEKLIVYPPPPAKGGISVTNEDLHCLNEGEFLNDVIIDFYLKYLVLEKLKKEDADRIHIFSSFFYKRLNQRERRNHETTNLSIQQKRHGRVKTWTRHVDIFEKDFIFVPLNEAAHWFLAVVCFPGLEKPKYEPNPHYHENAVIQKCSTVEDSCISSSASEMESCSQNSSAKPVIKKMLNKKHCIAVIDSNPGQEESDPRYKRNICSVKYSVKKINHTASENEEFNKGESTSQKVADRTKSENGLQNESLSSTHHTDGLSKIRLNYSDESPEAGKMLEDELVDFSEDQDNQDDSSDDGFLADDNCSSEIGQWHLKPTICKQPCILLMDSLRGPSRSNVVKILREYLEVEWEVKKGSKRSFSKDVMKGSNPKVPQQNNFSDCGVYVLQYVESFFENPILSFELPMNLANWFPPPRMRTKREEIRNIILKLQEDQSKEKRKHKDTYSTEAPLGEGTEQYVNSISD
An asterisk follows results filed as active; · = no result given.

Fields: SENP6 block | SENP8 block-2 | APOBEC3G inh | SENP7 inh | Apaf-1 inh | UBC13 inh | SENP1 inh | SENP8 block-1
CC(=O)NC(c1cccc([N+](=O)[O-])c1)c1ccc2cccnc2c1O (stereo unspecified)
    5 | -5 | -8 | -8 | -3 | -14 | 1 | 2
COc1ccc(NC(=O)/C(Cl)=C(/Cl)S(=O)Cc2ccc(Cl)cc2)cn1 (stereo unspecified)
    11 | 5 | -7 | -5 | 5 | -2 | 1 | 3
COc1ccnc2c1c(=O)n(Cc1ccc(F)cc1)c(=O)n2C
    8 | 0 | -5 | 6 | -11 | 57* | -4 | -22
COC(=O)c1ccc(COc2ccc(-c3nn[nH]n3)cc2)cc1
    9 | 1 | -9 | 10 | 1 | -2 | 3 | 11
CCC(C)(C)NC(=O)C(c1ccccn1)N(C(=O)c1csnn1)c1ccccc1 (stereo unspecified)
    12 | 1 | -5 | 7 | -2 | 3 | 2 | 0
Cc1onc(-c2c(F)cccc2Cl)c1C(=O)Nc1cccc(Cn2cccn2)c1
    3 | 4 | 1 | -2 | 6 | 7 | -2 | 7
COc1ccc(NC(=O)CCNC(=O)Cn2cnc3ccccc3c2=O)c(OC)c1
    4 | 12 | 1 | 10 | 4 | -8 | 3 | 14
COc1cc(C(CC(=O)Nc2ccccn2)N2Cc3ccccc3C2=O)cc(OC)c1OC (stereo unspecified)
    1 | 4 | -1 | 4 | -3 | 2 | -2 | 8
O=C1C2C3CC(C(Br)C3Br)C2C(=O)N1CC1CCCO1 (stereo unspecified)
    -17 | -13 | -4 | -8 | 6 | -1 | 0 | 11
COc1cccc(C2CC(c3cccc(Br)c3)n3ncnc3N2)c1 (stereo unspecified)
    12 | -1 | -6 | -5 | 0 | 17 | 10 | -22
CCN(CC)CCCNC(=O)c1oc2ccc3c(c2c1C)C(O)CC(C)(C)O3 (stereo unspecified)
    11 | 5 | -4 | 11 | 4 | 2 | 0 | -217
COc1cc(/C=C/C(=O)OC(C)C(=O)NC2CCCCC2C)cc(Cl)c1OC (stereo unspecified)
    -12 | -6 | -11 | -7 | -7 | 2 | -7 | -114
CCCCOc1ccccc1C1C(C(=O)OC)=C(C)N(C)C(C)=C1C(=O)OC
    2 | 4 | -2 | 9 | 8 | -1 | -2 | 0
Cc1ccc(-c2csc3nc(CN(C)Cc4ccccc4)[nH]c(=O)c23)cc1
    -5 | 6 | -1 | 6 | 17 | -10 | -6 | -154
CCOC(=O)c1[nH]c(C)c(C(=O)OCC(=O)N(CC)C2CCS(=O)(=O)C2)c1C (stereo unspecified)
    -8 | -4 | -8 | -1 | 3 | 4 | 2 | 20
N/C(=N\OC(=O)c1ccccc1Cl)c1cccnc1
    65* | 41 | -3 | 57* | 1 | -1 | 1 | 11
COc1ccccc1NC(=S)NNC(=O)c1cc(C)n(C)n1
    7 | -2 | 0 | 5 | 4 | -1 | 1 | 21
CC(NC(=O)c1cccc(N(C)C)c1)c1ccc(-n2ccnc2)cc1 (stereo unspecified)
    3 | -1 | -3 | 11 | -5 | -1 | 1 | -412
O=C(c1ccc(Cl)c(S(=O)(=O)N2CCCC2)c1)N1CCN(c2ccc(F)cc2)CC1
    0 | -1 | 1 | 5 | 4 | -4 | 0 | 12
Cc1nc(NC(=O)c2ccccc2)sc1C1(C)CC(c2c(Cl)cccc2Cl)=NO1 (stereo unspecified)
    2 | -3 | 7 | -1 | 25 | -16 | 1 | -75

Some of the entries above, reformatted.
CCCCOc1ccccc1C1C(C(=O)OC)=C(C)N(C)C(C)=C1C(=O)OC
  SENP6 block: 2; SENP8 block-2: 4; APOBEC3G inh: -2; SENP7 inh: 9; Apaf-1 inh: 8; UBC13 inh: -1; SENP1 inh: -2; SENP8 block-1: 0
COc1ccc(NC(=O)/C(Cl)=C(/Cl)S(=O)Cc2ccc(Cl)cc2)cn1 (stereo unspecified)
  SENP6 block: 11; SENP8 block-2: 5; APOBEC3G inh: -7; SENP7 inh: -5; Apaf-1 inh: 5; UBC13 inh: -2; SENP1 inh: 1; SENP8 block-1: 3

(next part)
Fields: SENP6 block | SENP8 block-2 | APOBEC3G inh | SENP7 inh | Apaf-1 inh | UBC13 inh | SENP1 inh | SENP8 block-1
O=C(c1ccco1)N1CCN(c2nc3ccsc3c(=O)s2)CC1
    -26 | -7 | -2 | -4 | 0 | 15 | -1 | -97
COc1ccccc1-c1nnc(SCC(=O)NC2CC2)n1C
    10 | 2 | -7 | 2 | -6 | 5 | 2 | 13
O=[N+]([O-])c1cccc(N/N=C/c2cc([N+](=O)[O-])ccc2O)c1
    39 | 5 | -7 | 7 | 14 | -34 | 1 | 33
CC(=O)c1ccc(S(=O)(=O)NC2CCCCCCC2)cc1
    5 | -6 | -3 | -15 | 14 | 1 | 1 | 12
COc1cc(C(=O)N/N=C\c2ccccc2)c([N+](=O)[O-])c(OC)c1OC
    0 | -3 | -1 | 2 | 11 | 6 | 1 | 5
Cc1cc(C(=O)COC(=O)c2ccc(O)cc2)c(C)n1CC1COc2ccccc2O1 (stereo unspecified)
    -19 | -2 | -7 | 1 | 15 | 0 | -2 | 15
CCCNC(=O)C1CC(c2ccccc2C(F)(F)F)=NO1 (stereo unspecified)
    -11 | -6 | -8 | 8 | -3 | -3 | 3 | 12
O=C1NN=C(c2ccccc2)CC1c1c[nH]c2ccccc12 (stereo unspecified)
    0 | 1 | -8 | 2 | 2 | 2 | -4 | -27
O=[N+]([O-])c1ccc(N2CCc3ccccc3C2)nc1
    2 | -8 | -10 | -1 | 1 | 11 | 1 | 11
CCc1ccc(OCc2n[nH]c(=S)n2Cc2ccccc2)cc1
    -1 | -7 | -5 | -4 | 23 | -39 | 2 | 12
Cc1ccc(NC(=O)CCC(=O)N2CCC(c3ccccc3)=N2)cc1S(=O)(=O)N1CCCCC1
    -5 | -6 | -3 | 4 | 16 | -4 | 2 | 1
Cc1ccc(C)c(SCC(=O)NC(=O)NCc2ccccc2)c1
    -12 | -2 | -4 | 0 | 8 | 10 | 3 | 14
CCN(CC)C(=O)c1cc([N+](=O)[O-])cc2c1-c1ccc([N+](=O)[O-])cc1C2=C(C#N)C#N
    9 | 10 | -5 | -1 | -3 | -43 | -4 | 32
O=C(O)C1C2C=CC(O2)C1C(=O)Nc1cccc(C(F)(F)F)c1 (stereo unspecified)
    -12 | -12 | -5 | 11 | 3 | -2 | 1 | 2
Cc1ccc(S(=O)(=O)N2CCC(N3CCCCCC3)CC2)cc1
    4 | 9 | -7 | 9 | -4 | 2 | -4 | 16
CCSc1nnc(Cn2c(=O)sc3ccccc32)n1-c1ccc(OC)cc1
    -10 | -7 | -6 | 10 | -1 | 4 | 3 | 9
O=C(Nc1ccc(Br)cc1)c1cccc(N2C(=O)CCC2=O)c1
    10 | 5 | -6 | -5 | -7 | -5 | 3 | 0
Clc1ccc(-c2cc(-c3nnc4n3CCCCC4)c3ccccc3n2)cc1
    1 | 2 | -5 | 10 | 20 | -3 | 2 | -8
Cc1cccc(C(=O)O/N=C2\CCCc3ccccc32)c1
    92* | 65* | 2 | 90* | 22 | -9 | 1 | 4
CC(C)Sc1nc2c(c(=O)[nH]c(=O)n2C)n1C
    -15 | -4 | -2 | 1 | -4 | -4 | 0 | 6

Next compounds:
Fields: SENP6 block | SENP8 block-2 | APOBEC3G inh | SENP7 inh | Apaf-1 inh | UBC13 inh | SENP1 inh | SENP8 block-1
COc1ccc(C(C)(C)NC(=O)C2CCC(=O)N(C3CC3)C2)cc1OC (stereo unspecified)
    -9 | 2 | 9 | 6 | 9 | 0 | 0 | 13
CCOc1cccc(/C=C/c2ccc3ccccc3n2)c1OC(C)=O
    9 | 0 | -7 | -5 | 19 | -13 | 2 | -403
CCN(CC)S(=O)(=O)c1ccc(C(=O)NNC(=O)c2cccs2)cc1
    -10 | -3 | -2 | 6 | 10 | 3 | 3 | 10
O=C(CCc1ccccc1)Nc1cc(Cl)ccc1O
    -14 | -1 | -5 | 24 | 4 | -2 | 2 | 24
C[N+](C)=C1SCC(C)(/C=N/O)S1 (stereo unspecified)
    -19 | -5 | 16 | 13 | 7 | -2 | 0 | 18
CCN(CC)CCCCN1c2ccccc2Sc2ccccc21
    -28 | -12 | -5 | -2 | 5 | 7 | 2 | -12
COc1ccc(S(=O)(=O)N2CCC(C(=O)Nc3ccccc3C)CC2)c2cccnc12
    -10 | -7 | -4 | 2 | -8 | 3 | 5 | 13
COCCNCCCOc1ccc(Cl)cc1Br
    0 | -1 | -5 | 7 | -12 | 6 | 1 | 16
Cc1cccc(NS(=O)(=O)c2ccc(C(=O)N3CCCC3)cc2)c1C
    -16 | -2 | -10 | -1 | 8 | -3 | 0 | 2
O=C(NC1CCN(Cc2ccccc2)CC1)c1ccc(N2CC3CC(C2)c2cccc(=O)n2C3)c([N+](=O)[O-])c1 (stereo unspecified)
    -13 | 5 | -6 | 6 | -4 | -8 | -14 | 7
CN1CCN(S(=O)(=O)c2cccc(C(=O)NC3CCCc4ccccc43)c2)CC1 (stereo unspecified)
    -17 | -3 | -3 | -1 | -5 | 2 | 1 | 15
COc1ccccc1NCCC#N
    -6 | 2 | -4 | 2 | -17 | 4 | 1 | 13
C[C@H](NC(=O)Cc1cccc2ccccc12)C(=O)N1CCCN(C)CC1
    -12 | -10 | -5 | -9 | 1 | -3 | 1 | 18
O=[N+]([O-])c1cc(Cl)ccc1N1CCOCC1
    -2 | -3 | -6 | 6 | -3 | -3 | 1 | 14
Cc1cc(C)cc(NC(=O)CSc2nc3ccncc3[nH]2)c1
    -2 | 0 | -8 | 4 | 6 | -3 | 4 | 11
O=C(N/N=C(\c1ccccc1)c1cccnc1)c1cc(O)ccc1O
    -11 | 0 | 5 | -3 | 9 | -1 | · | ·
O=C(CSc1ncn[nH]1)N/N=C/c1ccc(Br)cc1
    5 | 5 | -3 | 12 | 0 | 2 | 3 | 7
O=S(=O)(c1ccc(NCCc2c[nH]c3ccccc23)nc1)N1CCOCC1
    -11 | -1 | -6 | -4 | 7 | 5 | 2 | -3
COc1cc(NC(=O)CN2CCC(Cc3ccccc3)CC2)c(C)cc1[N+](=O)[O-]
    1 | -3 | -1 | 0 | 7 | -7 | 1 | 9
CCOC(=O)N1CCN(C(=O)C2CCN(S(C)(=O)=O)CC2)CC1
    -12 | -4 | -2 | -22 | -3 | -10 | -1 | 12

Single values from the list:
COc1cc(NC(=O)CN2CCC(Cc3ccccc3)CC2)c(C)cc1[N+](=O)[O-] in SENP7 inh shows 0
Cc1ccc(NC(=O)CCC(=O)N2CCC(c3ccccc3)=N2)cc1S(=O)(=O)N1CCCCC1 in SENP7 inh shows 4
Clc1ccc(-c2cc(-c3nnc4n3CCCCC4)c3ccccc3n2)cc1 in SENP1 inh shows 2
O=C(O)C1C2C=CC(O2)C1C(=O)Nc1cccc(C(F)(F)F)c1 (stereo unspecified) in SENP6 block shows -12
COc1ccc(C(C)(C)NC(=O)C2CCC(=O)N(C3CC3)C2)cc1OC (stereo unspecified) in SENP6 block shows -9

Later entries
Fields: SENP6 block | SENP8 block-2 | APOBEC3G inh | SENP7 inh | Apaf-1 inh | UBC13 inh | SENP1 inh | SENP8 block-1
Cc1ccccc1-n1nc2c(c1NC(=O)CCCl)CSC2
    -5 | 14 | 8 | -1 | -6 | 6 | 1 | 13
Cc1nn(Cc2ccccc2)c(C)c1C(=O)OCC(=O)c1cc(C)n(CC(F)(F)F)c1C
    -7 | -2 | -6 | -4 | 13 | 3 | 1 | 0
CN(C(=O)c1ccc(Br)o1)C1CCCCC1
    3 | 2 | -5 | 4 | 2 | 1 | -1 | 4
CCCc1nnc(NC(=O)c2nc(S(=O)(=O)Cc3ccc(C)cc3)ncc2Cl)s1
    1 | -1 | -4 | -4 | -6 | 59* | 3 | 8
c1ccc(CCn2nnc3ccccc32)cc1
    30 | 8 | -4 | 39 | -16 | -7 | 1 | 38
Cc1onc(-c2c(F)cccc2Cl)c1C(=O)OCC(=O)NC(N)=O
    -6 | -7 | -9 | 2 | -21 | 2 | 0 | 13
O=C(CN1C(=O)NC2(CCCC2)C1=O)N1CCN(C(=O)c2ccco2)CC1
    2 | 0 | -9 | 3 | -19 | 7 | 1 | 23
